From PubChem
M1 antag: antagonists of human M1 muscarinic receptor | CHO-K1 hM1, Fluo-8 calcium fluorescence, ACh EC80 antagonist | inhibition, % at 3 µM | actives 1.3% (n = 360,000) | AID 588852;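 active means percent inhibition above its own plate's cutoff, namely the mean of that plate's compound wells plus 3 SD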;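 further: peak over basal fluorescence ratio during 140 s after agonist addition; 0% = ACh EC80 plus DMSO and 100% = DMSO alone without agonist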
Target sequence (P11229 whole entry, looked up): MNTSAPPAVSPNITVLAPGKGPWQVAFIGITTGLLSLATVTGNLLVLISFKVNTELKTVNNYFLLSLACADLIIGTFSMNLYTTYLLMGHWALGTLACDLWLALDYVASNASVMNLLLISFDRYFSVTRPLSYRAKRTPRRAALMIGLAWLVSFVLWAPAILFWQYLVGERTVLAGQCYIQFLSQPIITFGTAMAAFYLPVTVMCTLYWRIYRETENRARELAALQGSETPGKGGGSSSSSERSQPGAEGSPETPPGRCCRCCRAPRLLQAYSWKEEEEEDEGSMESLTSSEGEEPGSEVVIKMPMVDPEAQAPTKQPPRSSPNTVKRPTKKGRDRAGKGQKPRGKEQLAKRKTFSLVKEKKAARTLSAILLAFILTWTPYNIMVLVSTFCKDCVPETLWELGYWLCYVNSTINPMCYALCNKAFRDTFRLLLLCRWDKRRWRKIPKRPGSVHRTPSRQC
CHRM4 PAM: CHRM4 positive allosteric modulation; P08173; CHO-K1 hM4/Gqi5, Fluo-8 calcium fluorescence, ACh EC20; 0% = ACh EC20, 100% = maximal ACh; activation, % at 3 µM; actives 0.4% (n = 360,000);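 active means activation above its plate's cutoff, the mean activation of sample wells plus 3 SD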; further: some results filed as inactive read as strong as hits
Target sequence (P08173 whole entry, looked up): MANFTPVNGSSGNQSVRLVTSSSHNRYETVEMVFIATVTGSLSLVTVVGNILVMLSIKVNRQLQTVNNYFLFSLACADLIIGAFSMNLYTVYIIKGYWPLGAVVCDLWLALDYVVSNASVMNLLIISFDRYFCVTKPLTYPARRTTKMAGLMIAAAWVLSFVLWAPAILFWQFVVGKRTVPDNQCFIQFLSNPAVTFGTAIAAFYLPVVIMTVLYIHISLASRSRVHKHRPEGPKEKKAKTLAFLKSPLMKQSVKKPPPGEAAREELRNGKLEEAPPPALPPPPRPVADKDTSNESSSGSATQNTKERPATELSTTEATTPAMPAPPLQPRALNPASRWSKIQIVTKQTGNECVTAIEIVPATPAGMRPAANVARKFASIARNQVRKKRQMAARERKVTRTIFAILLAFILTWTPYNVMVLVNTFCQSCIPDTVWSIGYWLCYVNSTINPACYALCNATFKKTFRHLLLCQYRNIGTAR
M1 PAM: positive allosteric modulators of human M1 muscarinic receptor. activation, % at 3 µM. CHO-K1 hM1, Fluo-8 calcium fluorescence, ACh EC20; 0% = ACh EC20, 100% = maximal ACh. AID 588819. actives 0.088% (n = 360,000). P11229; in the data active means activation above about 19%, passing the limit was not always enough
CHRM4 agonist: agonists of human muscarinic M4 receptor (CHRM4); actives 0.14% (n = 360,000); CHO-K1 hM4/Gqi5, Fluo-8 calcium fluorescence; vehicle 0%, full acetylcholine response 100%; activation, % at 3 µM;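 active means activation above the run mean over all test wells plus 3 SD, cut at about 32% in these data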;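 further: peak over basal fluorescence ratio per well then scaled between controls; 0% = DMSO wells and 100% = acetylcholine at EC100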
M4 antag: CHRM4 antagonism in calcium assay. P08173. inhibition, % at 3 µM. CHO-hM4 cells, ACh EC80, Fluo-8 calcium fluorescence. actives 0.73% (n = 360,000);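 active means inhibition above its plate's cutoff, the mean inhibition of sample wells plus 3 SD, cut at about 27% in these data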;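 further: 0% = acetylcholine EC80 with DMSO and 100% = DMSO without agonist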
CHRM5 agonist: agonists of human muscarinic M5 receptor (CHRM5); actives 0.19% (n = 360,000); P08912; AID 624037; CHO-K1 hM5 cells, Fluo-8 calcium fluorescence; 0% DMSO wells, 100% maximal acetylcholine response; activation, % at 3 µM;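 active means activation above the run's mean over test compounds plus 3 SD, cut at about 23% in these data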;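 further: signal is peak over basal fluorescence ratio across the kinetic read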
CRFBP-R2 agonist: CRF-BP/CRF-R2 complex agonism | HEK293 CRF-R2/CRF-BP, calcium dye fluorescence (FLIPR); percent of saturating CRF peptide response | activation, % at 13.2 µM | actives 0.46% (n = 350,000) | AID 588473;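 active means activation of at least 50%, plus an integration ratio under a set limit after plate pattern correction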;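 further: plate controls were neutral control wells without compound for no effect and CRF at EC100 for full effect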
CHRM5 antagonist: antagonists of human muscarinic M5 receptor (CHRM5). P08912. CHO-hM5 cells, Fluo-8 calcium fluorescence, ACh EC80. inhibition, % at 3 µM. actives 0.59% (n = 360,000). AID 624040;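 active means inhibition above a per-plate cutoff, the mean of that plate's test compounds plus 3 SD, cut at about 27% in these data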;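 further: 0% = acetylcholine EC80 with DMSO and 100% = DMSO without agonist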
M5 PAM: CHRM5 positive allosteric modulation; CHO-K1 hM5, Fluo-8 calcium, ACh EC20 PAM; 0% = ACh EC20, 100% = ACh EC100; activation, % at 3 µM; actives 0.3% (n = 360,000); P08912; AID 624038;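 active means activation above the run cutoff, the mean activation of all test compounds plus 3 SD, cut at about 18% in these data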
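System: CHO-K1 hM5 cells. Reagent: acetylcholine, EC20 level. Compound dosing: single dose, 3 µM nominal final test concentration. Timing: Post-acetylcholine fluorescence recording 140 s. Detection: Fluo-8 calcium fluorescence. Read-out: % activation, ACh-normalized. Benchmarks: ACh EC20 and EC100 wells. Repeats: singlicate, one well per test compound.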
Starred values were filed as active, the others as inactive; nt = no result given.

Molecule,M1 antag,CHRM4 PAM,M1 PAM,CHRM4 agonist,M4 antag,CHRM5 agonist,CRFBP-R2 agonist,CHRM5 antagonist,M5 PAM
Cc1ccc(OCCC(=O)OCC(=O)Nc2ccc3[nH]c(=O)[nH]c3c2)cc1,-12.2,5.5,10.8,0.9,5.2,2.2,-0.1,0.8,4.0
Cc1cc(-c2nnc(SCC(=O)Nc3ccc(F)c(F)c3)n2N)n[nH]1,-3.1,9.3,1.7,0.1,-2.8,-3.3,-0.1,-2.7,3.2
O=c1c2c3n(c(=O)nc2[nH]n1-c1ccccc1)CCCCC3,-5.8,-6.2,7.5,-0.3,1.2,-0.2,-0.2,2.2,-3.1
O=C(Nc1ccc2c(c1)OCO2)C1CCCN(S(=O)(=O)Cc2ccccc2)C1 (stereo not drawn),-0.9,-4.7,1.4,2.9,8.8,-4.0,-1.0,13.5,-7.8
CCCCn1nnnc1C1(C)CCC(=O)N1Cc1cc(OC)ccc1OC (stereo not drawn),nt,3.5,nt,0.5,4.6,1.4,nt,5.3,-0.8
Cn1c(=O)c2[nH]c(CN3CCN(Cc4ccccc4)CC3)nc2n(C)c1=O,7.7,-1.8,-2.6,0.2,9.0,-1.8,1.3,-4.8,-0.7
COc1cc2c(cc1OC)C(c1cccc(F)c1)CC(=O)N2 (stereo not drawn),-0.2,-4.9,6.8,1.2,-11.0,2.9,-0.8,-10.8,-7.3
COc1ccc(S(=O)(=O)N2CCC(C)CC2)cc1Br,-7.4,6.0,-0.9,0.3,-1.3,-7.5,4.4,-2.7,-5.2
CCCOc1ccc(C(=O)NCCO)cc1,-0.3,5.3,0.1,0.0,-3.6,-3.2,-3.5,5.7,6.1
C=CCN1CCCC1CNC(=O)c1cc2[nH]nnc2cc1OC (stereo not drawn),0.5,-15.3,-12.6,0.6,22.8,-1.0,-0.2,-4.1,-3.9

Structural class: those above containing sulfur
Molecule,M1 antag,CHRM4 PAM,M1 PAM,CHRM4 agonist,M4 antag,CHRM5 agonist,CRFBP-R2 agonist,CHRM5 antagonist,M5 PAM
Cc1cc(-c2nnc(SCC(=O)Nc3ccc(F)c(F)c3)n2N)n[nH]1,-3.1,9.3,1.7,0.1,-2.8,-3.3,-0.1,-2.7,3.2
O=C(Nc1ccc2c(c1)OCO2)C1CCCN(S(=O)(=O)Cc2ccccc2)C1 (stereo not drawn),-0.9,-4.7,1.4,2.9,8.8,-4.0,-1.0,13.5,-7.8
COc1ccc(S(=O)(=O)N2CCC(C)CC2)cc1Br,-7.4,6.0,-0.9,0.3,-1.3,-7.5,4.4,-2.7,-5.2

Next compounds
Molecule,M1 antag,CHRM4 PAM,M1 PAM,CHRM4 agonist,M4 antag,CHRM5 agonist,CRFBP-R2 agonist,CHRM5 antagonist,M5 PAM
Cc1ccc(C(=O)Oc2ccc(C(=S)N3CCOCC3)cc2)cc1,-19.8,-4.0,13.6,1.3,3.0,-1.8,-9.6,13.7,-1.5
CN(CCOc1ccc(Cl)cc1)C(=O)c1ccc2c(=O)n3c(nc2c1)CCC3,-5.2,5.1,6.2,1.3,-5.7,1.7,0.0,6.3,2.8
COc1ccc(S(=O)(=O)N2CCN(Cc3ccccc3OC)CC2)cc1,-8.7,-0.2,4.3,0.2,-5.2,-2.1,-0.2,-2.4,3.7
CCOc1cc(C(=O)N/N=C/c2ccoc2)cc(OCC)c1OCC,-5.7,-2.8,3.4,1.3,1.2,-3.8,-0.9,1.3,5.0
CNC(=O)c1cc2cc(Cl)cc(OC)c2oc1=O,-1.0,5.0,2.1,0.9,2.9,-0.5,-0.3,8.4,1.4
Cc1ccccc1NS(=O)(=O)c1ccc(C(=O)N2CCCC2)cc1,-6.3,-4.4,4.3,1.6,2.7,6.5,3.1,-3.1,3.7
O=C1C(Cc2cccc([N+](=O)[O-])c2)SC(=Nc2ccccc2)N1c1ccccc1 (stereo not drawn),-5.9,1.6,1.0,-0.4,-11.7,-6.8,-2.6,7.2,-4.3
Cc1cc(C)c2oc(C(=O)N(Cc3cccs3)C3CCS(=O)(=O)C3)cc(=O)c2c1 (stereo not drawn),-11.3,-7.2,3.8,2.5,2.0,-3.9,0.2,0.8,2.7
CCc1ccc(C(C)NC(=O)C2(C)CC2(Br)Br)cc1 (stereo not drawn),-6.7,5.5,6.2,0.1,7.2,-15.2,-0.2,-5.1,3.1
COc1ccc(S(=O)(=O)N2CCC(CN3C(=O)c4cccc5cccc(c45)C3=O)CC2)cc1,-5.6,0.8,6.7,1.5,-2.8,0.3,-0.4,-4.4,8.1

Next part.
Screens in order – M1 antag | CHRM4 PAM | M1 PAM | CHRM4 agonist | M4 antag | CHRM5 agonist | CRFBP-R2 agonist | CHRM5 antagonist | M5 PAM
- Cc1ccc(-c2nc3ccc([N+](=O)[O-])cc3[nH]2)cc1
    11.0 | -0.2 | -3.1 | 4.2 | -2.4 | -3.1 | -0.3 | 5.3 | -3.7
- COC(=O)C1C(c2ccccc2)C(C(=O)O)C1c1ccccc1 (stereo not drawn)
    -5.9 | -4.1 | 9.7 | 0.0 | 9.9 | -4.1 | -1.7 | -5.5 | 2.6
- C/C(Cl)=C/Cn1c(SCc2ccc(Cl)cc2)nc2c1c(=O)[nH]c(=O)n2C
    -19.8 | 5.0 | 5.7 | 0.3 | -3.5 | 1.5 | -0.1 | -1.6 | 2.6
- CC1=C(C(=O)Nc2ccc(C(=O)N3CCN(c4cccc(Cl)c4)CC3)cc2)SCCO1
    11.9 | -7.8 | 3.9 | 6.3 | 12.3 | -3.6 | -1.1 | -0.4 | 1.5
- Cc1c(Br)c([N+](=O)[O-])nn1CC(=O)N1CCN(C23CC4CC(CC(C4)C2)C3)CC1
    14.2 | -9.5 | -9.2 | 1.3 | 16.9 | -7.5 | -0.2 | -4.3 | 2.8
- CC1(Cc2ccc(OC(F)(F)F)cc2)C(=O)Nc2ccc(OC(F)(F)F)cc21 (stereo not drawn)
    -5.3 | -2.5 | 0.7 | -1.0 | -4.8 | -0.5 | nt | 2.8 | -5.2
- CCOC(=O)/C=c1\s/c(=C(\C#N)C(=O)OCC)n(-c2ccccc2)c1=O
    0.5 | 0.2 | -0.6 | -0.1 | -1.3 | -5.4 | 2.1 | 7.2 | -0.8
- CSc1oc(-c2ccc(F)cc2)nc1S(=O)(=O)c1ccc(F)cc1
    -5.6 | -2.0 | -0.5 | 1.8 | -8.4 | 3.0 | 0.6 | 0.8 | -4.9
- CC(C)(C)c1ccc(OCCCn2ccnc2)cc1
    9.3 | -4.5 | -10.3 | 8.2 | 1.3 | -15.9 | 0.0 | 6.5 | -2.4
- Cc1ccccc1OCC(=O)Nc1ccccc1CO
    -1.5 | 1.4 | -3.3 | 0.4 | 2.2 | -5.0 | -2.7 | -3.7 | -0.7
- O=C1NC(=S)S/C1=C\c1ccc(SCc2ccco2)o1
    2.7 | 4.7 | 5.2 | 0.9 | 4.9 | 0.6 | 2.2 | 1.5 | 1.0
- CCOc1cc(/C=C(\C#N)c2[nH]nc(N)c2C#N)ccc1O
    -9.4 | 21.9 | 9.7 | -0.2 | -14.3 | -1.9 | 2.9 | -6.7 | -1.1
- CN(c1ccc(OCC(=O)OCC(=O)Nc2ccccc2F)cc1)S(=O)(=O)c1cccs1
    5.7 | -4.3 | -2.3 | 17.5 | -3.1 | 3.6 | -0.7 | 8.5 | -15.3
- CCCC(CCC(=O)Nc1ccn(-c2ccccc2)n1)C(=O)O (stereo not drawn)
    -14.2 | 0.2 | 10.4 | 0.2 | 1.1 | -0.7 | 2.5 | 5.8 | 5.2
- CC1CCN(C(=O)C2CCC(CNS(=O)(=O)c3cccc4cccnc34)CC2)CC1 (stereo not drawn)
    -3.0 | 14.1 | -1.9 | 3.0 | -17.6 | 6.7 | nt | 3.8 | -7.2
- O=S(=O)(Nc1cccc(Br)c1)c1cccc2nsnc12
    -20.3 | -1.3 | 13.3 | 0.5 | -11.1 | -20.1 | -0.2 | 2.1 | -4.6
- CCc1ccc(-c2nc(SCC(=O)N(CCOC)c3c(N)n(Cc4ccccc4)c(=O)[nH]c3=O)n[nH]2)cc1
    0.8 | -1.5 | 0.2 | 0.8 | 5.5 | -2.1 | -0.5 | -0.7 | 3.6
- c1ccc(-c2nc(NCCCn3ccnc3)c3oc4ccccc4c3n2)cc1
    15.1 | 3.8 | -1.8 | 6.0 | -8.6 | 1.0 | -6.1 | 13.3 | -6.9
- CC(=O)NC1CC2CCCC(C1)N2C(=O)Nc1cccc(Cl)c1 (stereo not drawn)
    -19.3 | -1.5 | 9.7 | 1.0 | 8.9 | 4.4 | -0.5 | -4.2 | 1.4
- CCCn1c(N)c(C(=O)CSc2nnc3n2CCCCC3)c(=O)[nH]c1=O
    -6.4 | -6.0 | -0.6 | 0.9 | 11.0 | 5.4 | 1.4 | -1.8 | 0.8
- Cc1cc(-c2nn(-c3ccccc3F)cc2CNCCc2cnccn2)c(C)s1
    -3.7 | -3.2 | -0.5 | 9.1 | -6.0 | -2.4 | -1.6 | 6.2 | -6.4
- c1ccc2cc(Cn3ccnc3)ccc2c1
    -9.2 | -3.0 | 6.6 | 1.5 | 7.7 | -8.3 | 0.7 | 4.3 | 5.4
- COc1cccc(C(=O)Nc2nc3ccccc3s2)c1
    -7.4 | 5.3 | -0.4 | 2.5 | -2.0 | -5.0 | 1.9 | 10.4 | 13.7
- CC(C)COC(=O)c1ccc(NC(=O)C2C3C=CC(C3)C2C(=O)O)cc1 (stereo not drawn)
    -24.3 | -3.0 | -2.9 | 1.6 | 9.2 | -3.1 | 0.6 | 0.3 | -2.8
- Cc1ccc(OCC(=O)NNC(=O)C(=O)N2CCCC2)c(C)c1
    -0.7 | -4.7 | -2.1 | 0.2 | -3.5 | 3.3 | -2.3 | 6.6 | -4.2
- O=C(CC1SC(=O)N(Cc2ccccc2Cl)C1=O)Nc1nccs1 (stereo not drawn)
    -4.7 | -11.1 | 3.3 | 6.0 | -1.1 | 4.0 | 0.5 | 5.5 | -0.7
- Cc1ccc(NS(=O)(=O)c2cccs2)nc1
    -7.3 | 0.2 | 12.8 | -0.2 | 4.6 | -3.9 | -1.5 | 4.5 | -4.5
- Cc1ccc(-c2nn(C(C)(C)C)c3ncnc(N)c23)cc1
    -6.5 | 20.6 | 5.4 | -0.5 | -11.4 | -6.8 | 0.3 | -5.0 | -0.3
- CNC(=O)COc1ccc(S(=O)(=O)Nc2ccccc2)cc1
    -4.5 | -6.1 | 7.2 | 1.0 | 0.1 | -2.4 | 25.6 | 1.2 | -0.7
- COc1ccc(C(=O)/C=C/Nc2cc(C)ccn2)cc1
    1.1 | -2.4 | 1.2 | 1.3 | -1.4 | 3.4 | -0.4 | 1.5 | -2.5
- Cc1ccc(N=C2S/C(=C\c3cn(CC(=O)O)c4ccccc34)C(=O)N2C)cc1
    -0.3 | 0.4 | 9.8 | -0.1 | -2.7 | 1.4 | -0.5 | 0.8 | -1.4
- O=C(Nc1ccccc1C(F)(F)F)c1cc(-c2ccco2)on1
    3.1 | 3.0 | 3.2 | 0.3 | -19.1 | -2.8 | 1.7 | -7.3 | -0.9
- CCc1nc2c(OCc3cc(Cl)cc(Cl)c3)cccn2c1N(C)C(=O)c1ccc(C)cc1
    -14.0 | -4.0 | -1.9 | 1.1 | -13.6 | -0.5 | nt | 5.4 | -6.1
- Cc1cccc(C)c1OCCCCn1cnc2ccccc2c1=O
    11.6 | 0.9 | -3.8 | 5.5 | -1.0 | 1.9 | 1.5 | -3.1 | -5.0
- O=C(COC(=O)c1cc(S(=O)(=O)N2CCOCC2)ccc1F)Nc1ccc(Cl)cn1
    -13.5 | 5.8 | 7.6 | 12.3 | -8.3 | 3.7 | -1.2 | 3.6 | 6.8
